From PubChem BioAssay
EPAC1 antag: antagonists of human EPAC1 | EPAC1 GEF assay, Rap1b-BODIPY-GDP exchange fluorescence | Potency, µM (doses to about 115 µM), for inactives: top-dose activity change, negative = inhibition, actives largely listed as inhibitors | 360,000 compounds, 0.14% hits | AID 720709;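 further: potency means the concentration at half of the fitted maximal effect; plate controls were vehicle for no effect and positive control for full effect; nearly all actives have a fitted effect of over 50% in size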
EPAC2 agonist: agonists of human EPAC2 (RAPGEF4) | EPAC2 activation, biochemical qHTS; response scale: 100% = 6.5 mM cAMP response | Potency, µM (titrated, usually from 154 µM), for the others: at the highest dose activation, usual class: activators | 360,000 compounds, 0.079% hits; further: potency means the concentration at half of the fitted maximal effect; nearly all actives have a fitted effect of over 50% in size
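EPAC2 (100 nM) mixed with Rap1B loaded with BODIPY-GDP (250 nM) plus 50 uM unlabeled GDP; compounds pinned in, 5 min RT, then read every 5 min for 30 min (ex 480, em 540 nm). Normalized to cAMP control.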
CCT modulator: cytosolic chaperonin activity modulation | purified chaperonin ATPase assay, HTRF ADP detection, 30 min | activity change, % (test concentration not listed), hits read low | 360,000 compounds, 0.3% hits; in the data active means activity change below about -30%; further: on the % scale 0 is the no-effect control and ±100 the full control effect
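ATPase activity: ADP formed was measured by HTRF Transcreener (665/615 nm ratio) after 30 min at 37 deg C with 10 uM ATP. Compounds screened at one 76 uM concentration against 40 or 20 nM TRiC in Tris pH 7.4/KCl/MgCl2/DTT buffer.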
WRN inhibitor: WRN helicase (human) inhibition; Q14191; WRN helicase unwinding, fluorescent forked duplex, kinetic; Potency, µM (series often up to 114 µM), for inactives: at the top dose activity change, negative = inhibition, actives largely listed as inhibitors; 360,000 compounds, 0.46% hits; further: potency means the concentration at half of the fitted maximal effect; on the % scale 0 is the no-effect control and ±100 the full control effect; nearly all actives have a fitted effect of over 55% in size
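Kinetic fluorescence helicase assay: unwinding of a quenched forked DNA duplex (100 nM final) with 2 mM ATP final raises red fluorescence (525/598 nm). Compounds sat 15 min at room temperature with 20 nM WRN beforehand.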
EPAC1 agonist: activates human EPAC1 exchange factor. O95398. EPAC1 agonist qHTS, biochemical assay; response scale: 100% = response to 6.5 mM cAMP. Potency, µM (series often up to 154 µM), for inactives: at the highest dose activation, usual class: activators. 360,000 compounds, 0.073% hits. AID 720707; further: potency means the concentration at half of the fitted maximal effect; nearly all actives have a fitted effect of over 60% in size
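Fluorescent GDP-exchange assay: 100 nM EPAC1 with 250 nM Rap1B preloaded with BODIPY-GDP and 50 uM GDP; compounds tested as concentration series, 5 min at room temperature, then read every 5 min for 30 min (ex 480/em 540 nm); normalized to 6.5 mM cAMP.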
IL2 activator: IL-2 activation; activation, % (series mostly up to about 46 µM); AID 652025; IL-2 activation reporter assay, cell-based qHTS; stimulated with anti-CD3/CD4/CD28 beads; in transgenic mouse T cells; 360,000 compounds, 0.065% hits; in the data active means activation above about 50%; inconclusive means mostly about 30% to 49%; further: 0% is about no effect
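First, unstimulated transgenic mouse T cells were exposed to compound for 60 min. Next, anti-CD3/anti-CD4-coated beads with anti-CD28 were added. Finally, after 18 h at 37 degrees C, EGFP and DsRed were imaged.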
PLK1 PBD inh: inhibitors of human PLK1 polo-box domain binding. AID 720504. Plk1 PBD binding of FITC phosphopeptide, fluorescence polarization. 360,000 compounds, 2.8% hits. P53350. Potency, µM, for inactives: max response, negative = inhibition, hits mostly inhibitors; further: potency means the concentration at half of the fitted maximal effect; series mostly up to about 57 µM; on the % scale 0 is the no-effect control and ±100 the full control effect; nearly all actives have a fitted effect of over 65% in size
Target sequence (P53350 whole entry, looked up, the tested form may be a part): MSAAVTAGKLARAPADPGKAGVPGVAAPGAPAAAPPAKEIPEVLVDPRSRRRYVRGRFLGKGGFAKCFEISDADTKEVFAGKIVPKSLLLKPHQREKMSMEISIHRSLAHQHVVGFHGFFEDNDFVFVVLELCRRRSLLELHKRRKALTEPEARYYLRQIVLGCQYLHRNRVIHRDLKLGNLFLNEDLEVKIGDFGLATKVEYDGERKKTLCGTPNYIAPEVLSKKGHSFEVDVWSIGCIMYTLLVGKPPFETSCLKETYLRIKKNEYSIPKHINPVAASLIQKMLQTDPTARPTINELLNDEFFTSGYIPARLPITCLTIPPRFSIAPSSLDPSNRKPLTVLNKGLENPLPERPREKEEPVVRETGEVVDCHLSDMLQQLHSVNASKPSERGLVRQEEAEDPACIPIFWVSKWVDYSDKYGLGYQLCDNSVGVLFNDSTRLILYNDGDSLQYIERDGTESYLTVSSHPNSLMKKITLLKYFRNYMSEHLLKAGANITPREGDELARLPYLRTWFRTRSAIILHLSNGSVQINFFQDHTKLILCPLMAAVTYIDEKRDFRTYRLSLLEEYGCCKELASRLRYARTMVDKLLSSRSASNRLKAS
PI5P4Ka inh: PI5P4K alpha (human) kinase inhibition | AID 652105 | PI5P4Kalpha enzyme, ADP-Glo luminescence, 60 min; active compounds read low | max response, % | 330,000 compounds, 1.2% hits | P48426; active means max response of -50% or lower; inconclusive means between -30% and -50%; inactive means -30% or higher; further: value at the top dose of about 77 µM; on the % scale 0 is the no-effect control and ±100 the full control effect
Target sequence (P48426 whole entry, looked up): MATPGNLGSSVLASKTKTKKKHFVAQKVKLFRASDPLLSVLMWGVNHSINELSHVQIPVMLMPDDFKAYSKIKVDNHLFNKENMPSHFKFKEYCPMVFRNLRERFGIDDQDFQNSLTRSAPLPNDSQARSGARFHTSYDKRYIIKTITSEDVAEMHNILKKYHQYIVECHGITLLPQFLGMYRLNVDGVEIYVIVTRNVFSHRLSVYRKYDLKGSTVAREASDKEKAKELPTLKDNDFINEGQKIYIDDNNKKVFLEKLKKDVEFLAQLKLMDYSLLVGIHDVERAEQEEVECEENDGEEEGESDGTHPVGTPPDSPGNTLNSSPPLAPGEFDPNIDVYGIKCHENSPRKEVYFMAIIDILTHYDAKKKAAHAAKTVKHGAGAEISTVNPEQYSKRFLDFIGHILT
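Luminescence from ADP-Glo served as readout of PI5P4Kalpha activity in a qHTS format. Reaction: enzyme, substrate, compound, ATP at 5 microM final, 60 min at RT.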
* = called active by the depositor; ? = inconclusive; nt = no result given; [ ] = another dose, or the depositor's remark. Unless noted, the call rests on the fitted dose curve; in most records, active means well fitted curve in the direction sought with a large enough effect; inconclusive means small, poorly fitted or top-dose-only effect, or another doubt; inactive means no such curve, though single readings can be large; an effect the other way counts as inactive or inconclusive. The list is partial; the hit share may differ from the screen's.

SMILES	EPAC1 antag	EPAC2 agonist	CCT modulator	WRN inhibitor	EPAC1 agonist	IL2 activator	PLK1 PBD inh	PI5P4Ka inh
CCCCCN(C(=O)CCC(=O)OCc1ccc(C(C)(C)C)cc1)c1c(N)n(CCCC)c(=O)[nH]c1=O	4%	-13%	0.2	6%	11%	0.1	2%	5
COc1ccc(OCC(=O)O/N=C(\N)Cc2ccc(Cl)cc2)cc1	-9%	11%	-1.6	-3%	14%	-3.3	-15%	7
COc1ccc(C2c3ccc(O)cc3Oc3ncn4nc(-c5ccccn5)nc4c32)cc1 (stereo not given)	-1%	7%	-0.1	-2%	-3%	-3.5	7%	-2
Cc1ccc(C(=O)OCc2nnc(-c3ccccc3)o2)cc1S(=O)(=O)N1CCOCC1	-15%	6%	-0.9	-4%	4%	-5.0	4%	-15
CN(CCc1ccccc1)C(=O)CCc1nnc(Cc2ccc3c(c2)OCO3)o1	0%	-3%	0.3	-10%	1%	-3.4	3%	-2
CCn1c(COc2cccc3cccnc23)nnc1SCC(=O)O	-16%	6%	-1.4	1%	-23%	-1.2	-2%	0
CC(=O)Nc1ccc(S(=O)(=O)NCCC(=O)NCCc2ccc(F)cc2)cc1	-4%	-5%	-1.5	2%	-14%	-2.3	-3%	-3
CC(=O)N1c2ccc(S(=O)(=O)N3CCC(C(=O)Nc4cccc(C)c4)CC3)cc2CC1C (stereo not given)	?	14%	-2.5	3%	-3%	-3.2	-9%	-3
Cc1ccc(N2C(=O)C3C4CC(=O)C(c5ccccc54)C3C2=O)cc1C (stereo not given)	-3%	-1%	2.1	-1%	-4%	2.5	-3%	3
CSc1nc(Oc2ccc(F)cc2F)cc(C(F)(F)F)n1	0%	-3%	-0.2	-15%	-6%	0.5	-4%	23
C=CCc1ccc(OCC(O)CN2CCCCC2)c(OC)c1 (stereo not given)	4%	-9%	1.4	5%	2%	-0.3	-7%	0
COc1ccc(CC(=O)OCC(=O)c2ccc(OC)c(OC)c2)cc1	1%	6%	-2.7	-5%	8%	0.1	-7%	6
CCCc1nc2ccc(C)cn2c1Cc1ccccc1	-22%	0%	-1.5	-6%	-6%	-0.5	3%	4
CCN1N=C(C)C=C(c2ccccc2)n2c1nc1ccccc12	5%	7%	-1.6	5%	7%	-2.6	-4%	-1
Cc1ccc(OC(C)C(=O)Nc2cc(C)on2)cc1 (stereo not given)	-6%	9%	-0.9	4%	-2%	1.4	-7%	-4
Cc1ccc(C)c(-n2cc(CN3CCCN(C=O)CC3)c(-c3ccccc3)n2)c1	14%	5%	0.6	7%	7%	-0.7	-15%	0
O=C(CCCN1C(=O)/C(=C/c2ccc(F)cc2)SC1=S)NC1CCS(=O)(=O)C1 (stereo not given)	-16%	-10%	0.1	-15%	-13%	0.3	-10%	5
O=S(=O)(c1ccccc1)N1CCN(CCOc2ccc(F)cc2)CC1	18%	6%	-1.3	17%	-3%	-1.2	-4%	-7
CN(Cc1cccc(F)c1)C(=O)CSc1nnnn1C1CC1	-10%	8%	1.4	6%	11%	-0.6	-9%	4
CCOc1ccc(C2N(c3cc(C)on3)C(=O)C3CCCN32)cc1OC (stereo not given)	-15%	-4%	-0.3	-1%	0%	2.0	27µM*	2
COC(=O)c1cc(Cl)c(NC(=O)/C=C/c2ccc(Cl)cc2Cl)cc1OC	-3%	2%	1.8	5%	-8%	-2.3	-4%	nt
NNC(=S)NC1CC2CC1C1C=CCC21 (stereo not given)	7%	3%	0.8	-8%	21%	-0.3	-2%	0
Cc1cc(C)c(OCCOCCN2CCCC2)c(C)c1	3%	6%	-3.9	-1%	1%	-0.3	-2%	-2
CCCCSc1nnc(CSc2nc3nc(C)cc(C)n3n2)o1	-5%	9%	0.7	0%	8%	-1.7	-12%	nt
C/C(CC(=O)NC12CC3CC(CC(C3)C1)C2)=N\NC(=O)c1cnccn1	10%	-3%	1.4	-5%	-2%	1.5	?	2
SMILES	EPAC1 antag	EPAC2 agonist	CCT modulator	WRN inhibitor	EPAC1 agonist	IL2 activator	PLK1 PBD inh	PI5P4Ka inh
CC(NC(=O)CC12CC3CC(CC(C3)C1)C2)C(=O)O (stereo not given)	5%	17%	-2.7	5%	7%	-2.0	-8%	nt
CN(CC(=O)N1CCCCCC1)S(=O)(=O)c1ccc(Br)s1	5%	-5%	-1.0	8%	17%	-0.6	0%	0
CCOC(=O)C1CCN(C(=O)C2CCN(S(=O)(=O)c3cc(Cl)ccc3OCC)CC2)CC1	0%	-2%	1.0	-7%	-6%	-1.6	2%	4
c1ccc(-c2csc(Nc3ccccn3)n2)cc1	-4%	19%	-1.9	1%	9%	-4.7	-24%	-5
COc1ccc(/C=N/NC(=S)NC2CCS(=O)(=O)C2)cc1 (stereo not given)	-5%	1%	-6.7	-4%	0%	-3.6	-2%	1
C=CCn1c(-c2cccn(Cc3ccccc3)c2=O)n[nH]c1=S	-9%	2%	-2.8	-4%	2%	-0.9	-9%	-4
Cc1cc(NC(=O)COc2nnc(-c3ccccc3)c3ccccc23)no1	16%	-10%	0.2	6%	2%	0.3	-3%	-7
COC(=O)c1cc(Sc2c(Cl)cccc2Cl)ccn1	?	5%	2.3	-3%	0%	1.2	5%	14
Cc1cc(C)c(NC(=O)CNC(=O)COC(=O)C2=COCCO2)c(C)c1	-4%	6%	-0.7	-10%	6%	0.2	-14%	-2
Cc1cc(NS(=O)(=O)c2ccc(-c3ccccc3)cc2)no1	0%	2%	-3.4	-9%	2%	-2.6	-8%	3
Cc1c(C(=O)Nc2ccc(Cl)cc2)c2ccccn2c1C(=O)c1ccc([N+](=O)[O-])cc1	-10%	4%	1.1	-15%	19%	3.4	-20%	3
CC(C)(C)OC(=O)CNC(=O)c1[nH]cnc1C(=O)N[C@@H](CCCCNC(=O)OC(C)(C)C)C(=O)OC(C)(C)C	-19%	-10%	-3.6	-6%	-31%[inhibitor]	0.5	-9%	6
CCN(C(=O)C1CCN(S(=O)(=O)c2ccc3c(c2)oc(=O)n3C)CC1)c1cccc(C)c1	7%	-7%	0.9	2%	-6%	0.3	4%	3
Cc1ccc(C(=O)OCC(=O)c2ccc(CC(=O)N3CCOCC3)s2)c(C)c1	?	2%	3.4	50µM*	-15%	1.8	-21%	?
Cc1ccccc1NCCC(=O)Nc1ccc(F)cc1	6%	7%	0.5	-24%	6%	1.2	-12%	2
O=C(NCCc1ccncc1)c1ccccc1F	3%	6%	-0.2	-3%	5%	2.7	3%	0
O=C(CN1CCN(c2ccc(Cl)cc2)CC1)NCc1cccs1	-21%	8%	0.2	-5%	4%	0.8	?	7
Cc1ccccc1S(=O)(=O)c1cc(C#N)c(=O)[nH]c1N	-1%	-2%	1.0	4%	-9%	-2.8	-15%	2
Cc1occc1-c1nc(-c2ccncc2)no1	13%	8%	-1.1	1%	13%	-3.3	-11%	nt
Cc1ccc(C(=O)N/C(=C/c2ccco2)C(=O)N2CCCCCC2)cc1	8%	4%	2.1	2%	6%	-0.2	-9%	2
Cn1cccc1C(=O)NCc1ccccn1	-6%	-1%	0.0	-13%	-41%[inhibitor]	-1.0	0%	0
CCc1ccccc1NC(=O)N1CCc2ccccc21	4%	4%	1.4	-7%	-1%	0.5	3%	2
O=C(c1ccc(S(=O)(=O)c2ccccc2)cc1)N1CCc2ccccc2C1	-19%	5%	-0.3	-3%	5%	0.5	-6%	-5
COc1ccc(OCC(=O)NNC(=O)c2ccccc2OCc2c(C)noc2C)cc1	-10%	9%	-1.5	-6%	2%	1.0	-4%	0
COc1ccc(C(=O)O)cc1S(=O)(=O)Nc1cc(C(F)(F)F)ccc1N1CCCCC1	21%	-4%	0.7	-6%	-13%	-1.9	-4%	5

Of the compounds above, 4 have two or more sulfur atoms.
SMILES	EPAC1 antag	EPAC2 agonist	CCT modulator	WRN inhibitor	EPAC1 agonist	IL2 activator	PLK1 PBD inh	PI5P4Ka inh
O=C(CCCN1C(=O)/C(=C/c2ccc(F)cc2)SC1=S)NC1CCS(=O)(=O)C1 (stereo not given)	-16%	-10%	0.1	-15%	-13%	0.3	-10%	5
CCCCSc1nnc(CSc2nc3nc(C)cc(C)n3n2)o1	-5%	9%	0.7	0%	8%	-1.7	-12%	nt
CN(CC(=O)N1CCCCCC1)S(=O)(=O)c1ccc(Br)s1	5%	-5%	-1.0	8%	17%	-0.6	0%	0
COc1ccc(/C=N/NC(=S)NC2CCS(=O)(=O)C2)cc1 (stereo not given)	-5%	1%	-6.7	-4%	0%	-3.6	-2%	1

Carrying on.
SMILES	EPAC1 antag	EPAC2 agonist	CCT modulator	WRN inhibitor	EPAC1 agonist	IL2 activator	PLK1 PBD inh	PI5P4Ka inh
CC(C)NC(=O)/C(=C/c1ccco1)c1ccccc1	5%	-8%	-1.4	6%	-4%	-0.1	-17%	3
Cc1cc(C(=O)COc2ccc(Br)cc2F)c(C)n1CC1CCCO1 (stereo not given)	10%	1%	-1.3	4%	11%	0.0	-10%	-4
CCOc1ccsc1C(=O)OC	23%	6%	0.2	-15%	3%	1.3	2%	0
COc1ccc2nc(N3C(=O)/C(=C/c4ccc(Cl)cc4)NC3=S)sc2c1	-6%	-7%	-0.9	-14%	4%	0.5	-26%	?
CCOc1cc(NC(=O)c2ccccc2C)c(OCC)cc1NC(=O)C1=Cc2ccccc2OC1	7%	2%	1.0	19%	-8%	-4.0	0%	0
Cc1ccc(-c2csc3nc4cc(C(=O)NC5CCC(O)CC5)ccc4c(=O)n23)cc1 (stereo not given)	-7%	5%	-0.6	-35%	-3%	1.5	-22%	-18
CN(C)c1nc(OCCNC(=O)COc2ccccc2Cl)nc(N(C)C)n1	0%	8%	-0.3	-3%	9%	-2.8	-7%	nt
COc1ccccc1N1CCN(C(c2cccs2)C(C)NS(=O)(=O)c2ccccc2)CC1 (stereo not given)	-7%	9%	-1.8	-12%	-6%	-2.5	-10%	6
CC(C)OC(=O)N(C)C[C@@H]1OCc2cn(nn2)CCCC(=O)N([C@H](C)CO)C[C@H]1C	10%	9%	-11	-4%	13%	-2.4	-24%	9
O=C(O)c1ccccc1-c1ccccc1C(=O)NCc1ccccc1F	-23%	9%	-2.5	-6%	1%	-0.5	-9%	6
O=c1[nH]cnc2cc(Cl)ccc12	8%	4%	-0.6	-9%	-3%	-0.2	-15%	4
CCOC(=O)Cc1csc(NS(=O)(=O)c2cccc([N+](=O)[O-])c2)n1	3%	17%	-2.0	-4%	17%	1.5	-4%	-2
CC(=O)Nc1nnc(CCS(=O)(=O)c2ccc(Cl)cc2)s1	16%	9%	1.0	-3%	2%	-1.5	-8%	0
Cc1ccsc1/C=N/Nc1nc2ccccc2[nH]1	-23%	2%	1.0	-6%	13%	-0.7	0%	-3
